Bioassay records from PubChem BioAssay.
TcdB inh: inhibitors of Clostridioides difficile toxin B glycohydrolase. AID 652162. TcdB glycohydrolase enzymatic assay, plate reader. inhibition, % at 9.99 µM. hit rate 0.24% among 350,000; in the data active = inhibition above about 10%
PfHsp40 rescue: rescue of PfHsp40-mediated yeast toxicity; growth rescue, % at 12.5 µM; S. cerevisiae expressing PfHsp40, growth rescue, ATP luminescence; hit rate 0.68% among 340,000; in the data active = growth rescue above about 28%, passing the limit was not always enough; inconclusive = no clear call, values can overlap the other calls;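 also: yeast W303a lacking pdr1 and pdr3 grown in galactose medium; growth measured after three days at 30 °C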
MazF activator: MazEF (E. coli) toxin RNase activation; FAM/BHQ RNA-DNA oligo cleavage fluorescence, 5 h; hit rate 0.32% among 350,000; activation, % at 20 µM; in the data active = activation above about 50%
Anthrax LF inh2: anthrax lethal factor protease inhibition. multiplex microsphere protease cleavage assay, LF. P15917. inhibition, % at 10 µM. AID 588501. hit rate 0.12% among 360,000; in the data active = inhibition above about 30%; inconclusive = no clear call, values can overlap the other calls; also: plate controls were buffer without enzyme for full effect and enzyme alone for no effect
SSB-PriA inh: inhibitors of Klebsiella pneumoniae PriA binding to SSB C-terminal tail | AlphaScreen SSBct-PriA binding, biotinylated peptide | inhibition, % at 33 µM | hit rate 0.6% among 430,000 | AID 1272365; in the data active = inhibition mostly above about 37%, no sharp cut-off; inactive = mostly below about 20%;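 also: plate controls were negative control peptide for no effect and reference peptide for full effect; strong numbers were not always called active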
Y pestis TopoI: Y. pestis Topo-I inhibition via cleavage products; Y. pestis Topo-I cleavage product accumulation, plate reader; activity, % at 10 µM; hit rate 0.064% among 360,000; AID 504884; in the data active = activity above about 50%, passing the limit was not always enough; inconclusive = no clear call, values can overlap the other calls; also: inactives centre near 2
Rv3671c inh: Rv3671c (M. tuberculosis) protease inhibition. P9WHR9. inhibition, % at 5.96 µM. hit rate 0.048% among 320,000; in the data active = inhibition above about 38%;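 also: extracellular domain of Rv3671c used as enzyme; 0% = enzyme with DMSO and 100% = no enzyme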
SARS 3CLpro inh: SARS-CoV 3CLpro protease inhibition. inhibition, % at 6 µM. hit rate 0.14% among 290,000. recombinant SARS-CoV 3CLpro, quenched FRET peptide cleavage. AID 1706; in the data active = inhibition above about 12%
BH1578 lux ind: inducers of Vibrio cholerae quorum light production without autoinducers; V. cholerae BH1578 lux reporter, luminescence, 6 h; activation, % at 18.7 µM; hit rate 0.16% among 350,000; AID 588436; in the data active = activation mostly above about 9.7%, no sharp cut-off; inconclusive = no clear call, values can overlap the other calls; inactive = mostly below about 3.7%; also: not every result past the cut was called active; inactives centre near 0; reference of the scale not given here
DUSP3 inh: DUSP3 (human) phosphatase inhibition | P51452 | inhibition, % at 13.3 µM | AID 1654 | hit rate 0.52% among 290,000 | recombinant VHR phosphatase, pNPP absorbance; in the data active = inhibition above about 50%; also: some compounds called inactive have numbers as strong as hits
* marks the source's active call; other numbers are inactive results; i = inactive; ? = inconclusive; · = no result given; & = joins results of further samples. These rows are one share of the data; rates above refer to the full screens.

The opening two compounds, ahead of the listing:
SMILES	TcdB inh	PfHsp40 rescue	MazF activator	Anthrax LF inh2	SSB-PriA inh	Y pestis TopoI	Rv3671c inh	SARS 3CLpro inh	BH1578 lux ind	DUSP3 inh
Cc1cccc(C)c1OCC(=O)Nc1ccccc1C(F)(F)F	0.8	-0.1	0	-3	-57	14	2	1	-0.3	32
O=C(/C=C/c1ccc(Cl)cc1)NCc1ccncc1	·	-1.7	3	-3	4	6	-4	0	-0.1	-2

The list itself (from the top)
SMILES	TcdB inh	PfHsp40 rescue	MazF activator	Anthrax LF inh2	SSB-PriA inh	Y pestis TopoI	Rv3671c inh	SARS 3CLpro inh	BH1578 lux ind	DUSP3 inh
Cc1cccc(C)c1OCC(=O)Nc1ccccc1C(F)(F)F	0.8	-0.1	0	-3	-57	14	2	1	-0.3	32
O=C(/C=C/c1ccc(Cl)cc1)NCc1ccncc1	·	-1.7	3	-3	4	6	-4	0	-0.1	-2
COc1ccc(NC(=O)CN(C)S(=O)(=O)c2ccc3c(c2)CC(C)N3C(C)=O)c(OC)c1 (centres undefined)	3.1	2.6	-3	-4	-5	11	8	6	i	17
Cc1ccc(NC(=O)CCn2cnc3ccccc3c2=O)cc1	0.7	-2.4	-10	-10	-12	7	10	-8	-4.1	22
CC(C)(C)n1nnnc1C(c1cccnc1)N(Cc1ccccc1)Cc1ccco1 (centres undefined)	·	0.1	0	3	-6	22	1	-4	-0.1	30
CCOC(=O)c1[nH]c2ccc(OC)cc2c1NC(=O)CCN1CCSCC1	-1.0	0.3	-9	0	-8	3	-11	-3	-0.2	-14
COc1ccccc1C1=NCc2nnc(CSC)n2-c2ccc(Cl)cc21	-0.3	0.0	6	-10	5	20	-5	·	-0.4	·
CC(C)NC(=O)NC(=O)COC(=O)c1ccc(NC(=O)CC#N)cc1	·	-1.0	5	1	-9	6	-28	5	-0.4	7
O=C(CCSCc1ccccc1F)N1CCN(c2ccccn2)CC1	2.0	-0.5	-1	-5	1	14	-9	-1	i	14
Cc1cc(SCC(=O)N2CCCC2=O)nc2c(C)cccc12	3.2	0.2	2	-2	-12	-6	0	·	i	·
CCOC(=O)c1cc(C)nc(Sc2ccc(C)cc2)c1C#N	0.2	0.6	0	·	-26	10	-6	2	-1.0	-3
O=C(O)CCC(=O)Nc1cccc2cccnc12	-0.5	?	-5	-5	-5	-5	0	0	-0.3	12
O=C(Nc1ccn(Cc2c(F)c(F)c(F)c(F)c2F)n1)c1ccc(COc2ccccc2Cl)cc1	·	-1.0	3	-3	-18	-3	-5	-1	-0.2	52*
CCC(C)NC(=O)C1CCN(C(=O)c2ccccc2)CC1 (centres undefined)	0.8	-1.4	7	-5	1	4	-1	0	10	10
Cc1ccc(S(=O)(=O)N2CCC(C(=O)NCc3cccnc3)CC2)cc1	0.1	0.1	0	-3	-5	-9	-3	-7	1.9	-3
O=C(c1ccoc1)N1CCC2(CC1)Oc1ccc(Cl)cc1C(=O)C21CC(c2ccc(Cl)cc2)=NO1 (centres undefined)	·	-0.7	-2	-2	5	-1	-18	·	-0.6	15
O=C(Nc1ccc(N2CCN(c3ccccc3)CC2)c(F)c1)C1CC1	1.7	0.8	8	-5	-8	7	2	0	-0.2	19
COc1ccccc1N1CCN(c2ccnc3cc(Cl)ccc23)CC1	1.9	1.2	5	4	4	16	0	4	i	-11
CC1CCCN(C(=O)COC(=O)c2n[nH]c3ccccc23)C1 (centres undefined)	·	-1.2	-1	1	-10	7	-6	-1	-1.7	12
CC1CCCN(c2nc3ccsc3c(=O)s2)C1 (centres undefined)	·	0.6	10	1	-123	7	-2	-4	i	17

Full records as entered above.
COc1ccc(NC(=O)CN(C)S(=O)(=O)c2ccc3c(c2)CC(C)N3C(C)=O)c(OC)c1 (centres undefined) is listed as TcdB inh: 3.1; PfHsp40 rescue: 2.6; MazF activator: -3; Anthrax LF inh2: -4; SSB-PriA inh: -5; Y pestis TopoI: 11; Rv3671c inh: 8; SARS 3CLpro inh: 6; BH1578 lux ind: i; DUSP3 inh: 17
Cc1ccc(NC(=O)CCn2cnc3ccccc3c2=O)cc1 is listed as TcdB inh: 0.7; PfHsp40 rescue: -2.4; MazF activator: -10; Anthrax LF inh2: -10; SSB-PriA inh: -12; Y pestis TopoI: 7; Rv3671c inh: 10; SARS 3CLpro inh: -8; BH1578 lux ind: -4.1; DUSP3 inh: 22

Next compounds:
SMILES	TcdB inh	PfHsp40 rescue	MazF activator	Anthrax LF inh2	SSB-PriA inh	Y pestis TopoI	Rv3671c inh	SARS 3CLpro inh	BH1578 lux ind	DUSP3 inh
Cc1ccc2oc(C(=O)Nc3cc(C)on3)c(C)c2c1	0.2	-0.3	-14	-1	3&-15	1	-4	·	-3.2	·
OCCC1CN(Cc2cccn2-c2ccccn2)CCN1Cc1ccccc1 (centres undefined)	0.7	0.5	598*	3	-8	2	3	-5	-0.8	0
CC1CN(S(=O)(=O)c2ccc(C(=O)NCCCn3ccnc3)cc2)CC(C)O1 (centres undefined)	0.3	·	-12	-8	-25	-19	-2	0	-0.1	-8
CCOC(=O)c1c(C)n(C)c2cc(-c3ccc(F)cc3)c(O)cc12	·	-1.6	-2	-1	-4	10	-4	1	-0.2	9
COc1cc(OC)cc(C(=O)Nc2ccc(S(=O)(=O)N(C)C)cc2)c1	·	-0.9	-4	-2	-35	3	-7	-2	0.7	8
Cc1ccc(F)c(NC(=O)c2c(-c3ccccc3)noc2C)c1	0.3	-0.3	-7	0	-29	-1	-10	2	i	6
O=C(NCc1cccc(C(F)(F)F)c1)c1ccc(=O)[nH]c1	1.4	0.4	1	-5	-11	2	-12	-3	i	25
Clc1cccc(CON/C=N/c2ncnc3sccc23)c1	·	812*	-4	1	·	6	0	5	i	37
Cc1cc(C(F)F)n2ncc(C(=O)N3CCCCC3)c2n1	·	-0.1	3	7	-15	4	3	-1	·	40
Cc1ccc2oc(=O)n(CCCOc3ccccc3C)c2c1	1.2	3.0	-7	4	-42	24	3	2	-0.2	21
FCCCOc1ccc(CN2CCN(c3ccccc3F)CC2)cc1	0.0	0.2	1	-5	5	1	-12	-2	-0.9	26
Cc1cc(C)n(-c2ccc(C(=O)OCC(=O)N3CCN(c4ccccc4)CC3)cc2)n1	-0.8	1.7	2	1	5	29	-8	·	1.2	·
Cc1c(NC(=O)C(C)OC(=O)c2cc(Cl)nc(Cl)c2)c(=O)n(-c2ccccc2)n1C (centres undefined)	1.1	-1.0	10	-2	-7	-5	7	5	-0.2	8
Cc1csc(NC(=O)c2nc3nccc(C)n3n2)n1	·	-1.4	-5	-6	-13	4	7	-1	-7.7	21
CCOC(=O)c1ccc2c(c1)N(CC#N)C(=O)C(C)(C)O2	1.3	-0.8	1	-1	-15	-2	4	0	i	-8
Cn1c(=O)c2cc(S(=O)(=O)N3CCN(c4cccc(C(F)(F)F)c4)CC3)ccc2n(C)c1=O	·	-1.0	12	-2	-12	2	2	5	-5.0	23
COc1ccccc1NC(=O)N(c1c(N)n(Cc2ccccc2)c(=O)[nH]c1=O)C1CCCC1	·	0.0	2	-2	-13	-3	-4	-3	-2.9	24
CCOC(=O)c1ccccc1NC(=O)c1ccccc1SC	·	-1.0	7	0	-58	-7	-17	-7	i	6
COc1ccc(NC(=S)N(CCN(C)C)C(C)c2ccncc2)cc1Cl (centres undefined)	0.1	0.1	8	0	-4	1	-6	2	2.0	28
COc1ccccc1CN1CCCC(N2CCN(c3ccccc3OC)CC2)C1 (centres undefined)	-0.2	-0.3	16	13	-4	0	·	-3	i	6

Reprinted at random: 5 compounds from above
SMILES	TcdB inh	PfHsp40 rescue	MazF activator	Anthrax LF inh2	SSB-PriA inh	Y pestis TopoI	Rv3671c inh	SARS 3CLpro inh	BH1578 lux ind	DUSP3 inh
COc1ccc(NC(=S)N(CCN(C)C)C(C)c2ccncc2)cc1Cl (centres undefined)	0.1	0.1	8	0	-4	1	-6	2	2.0	28
Cn1c(=O)c2cc(S(=O)(=O)N3CCN(c4cccc(C(F)(F)F)c4)CC3)ccc2n(C)c1=O	·	-1.0	12	-2	-12	2	2	5	-5.0	23
Clc1cccc(CON/C=N/c2ncnc3sccc23)c1	·	812*	-4	1	·	6	0	5	i	37
CCOC(=O)c1c(C)n(C)c2cc(-c3ccc(F)cc3)c(O)cc12	·	-1.6	-2	-1	-4	10	-4	1	-0.2	9
COc1cc(OC)cc(C(=O)Nc2ccc(S(=O)(=O)N(C)C)cc2)c1	·	-0.9	-4	-2	-35	3	-7	-2	0.7	8

Next part
SMILES	TcdB inh	PfHsp40 rescue	MazF activator	Anthrax LF inh2	SSB-PriA inh	Y pestis TopoI	Rv3671c inh	SARS 3CLpro inh	BH1578 lux ind	DUSP3 inh
O=C(CSc1nnc(COc2ccc(Br)cc2)o1)N1CCOCC1	0.0	-0.3	-3	0	-10	8	0	-2	i	8
O=C(/C=C/c1ccc(OCc2c(F)cccc2Cl)cc1)N1CCOCC1	-0.4	0.6	-1	0	-6	8	-4	9	-0.1	2
COc1ncnc(OC)c1NC(=O)c1ccc(F)cc1	·	-0.2	5	-2	-2	-9	-1	2	i	-5
CC1Nc2ncnc(N3CCOCC3)c2N(Cc2ccccc2)C1=O (centres undefined)	0.2	-0.3	0	-4	10	9	-8	·	-5.0	·
O=C(NCC(c1ccco1)N1CCCCC1)c1ccc(S(=O)(=O)Nc2ccccc2Cl)cc1 (centres undefined)	-0.7	-2.4	3	-8	7	17	-20	·	i	·
C=CCN1C(=O)C(Cc2ccc(OCC)cc2)S/C1=N\N=C\c1cccs1 (centres undefined)	·	3.8	-5	-1	·	32	-3	6	i	8
CN(CC(=O)Nc1ccc(Cl)c(C(F)(F)F)c1)C(=O)Cc1n[nH]c(=O)c2ccccc12	1.4	-0.1	1	1	-2	8	-3	·	i	·
COc1ccc(NC(=O)N(C)C[C@H]2Oc3c(NC(=O)Nc4ccc5c(c4)OCO5)cccc3C(=O)N([C@H](C)CO)C[C@@H]2C)cc1	8.7&-1.0	-0.4	10	-2	6	0	-10	·	i	·
Cc1cc(C)c(C)c(S(=O)(=O)Nc2ccccc2C(=O)O)c1C	4.3	-0.3	-15	0	-7&8	-3	1	4	-1.8	10
O=C(CCC(=O)OCC(=O)c1ccc([N+](=O)[O-])cc1)NC1CCCCC1	·	-0.6	-13	-2	2	-7	6	6	2.4	5
Cc1cccc(-n2cc(C(=O)O)c(=O)cc2C)c1	0.5	-0.1	2	0	-15	-2	-5	6	-0.5	12
CC(NS(=O)(=O)c1ccc(OCC(=O)NCc2ccccn2)cc1)c1ccccc1 (centres undefined)	0.5	-0.5	8	0	-7	9	5	0	-0.3	31
Cn1c(CCC(=O)OCC(=O)NCC(F)(F)F)nc(=O)c2ccccc21	0.0	-0.2	9	2	-12	-3	-2	1	-1.4	40
CS(=O)CC(O)(c1ccc(F)cc1)C1CC1 (centres undefined)	-1.7	·	3	-4	·	-2	·	·	-0.2	·
Cc1ccc(-c2nnc(C)c(N3CC(C)OC(C)C3)n2)cc1 (centres undefined)	·	0.0	-2	-5	3	8	-3	0	i	32
N#C/C(=C/c1ccc(F)cc1)c1nc(CCN2C(=O)c3ccccc3C2=O)cs1	·	0.9	11	-3	-9	7	-7	3	-1.4	-1
COc1cccc(NC(=O)Nc2ccc(C(C)(C)C)cc2)c1	1.8	24	14	-3	-13	-7	·	12	-0.3	17
O=C(NC1CCCC1)C1CC(=O)N(c2ccc(F)c(Cl)c2)C1 (centres undefined)	-1.6	0.7	8	2	1	2	-10	-3	0.5	-9
CN(C)c1ccc(C(C(=O)NC2CCCC2)N(Cc2cccnc2)C(=O)c2snc(C(N)=O)c2N)cc1 (centres undefined)	-0.2	-0.4	5	4	-8	6	-8	2	-0.2	2
CCC(C)n1c(SCC(=O)Nc2cc(C)on2)nc2ccccc2c1=O (centres undefined)	·	0.5	0	1	-1	8	-4	1	i	9
